High-throughput results as filed in PubChem BioAssay.
STAT3 act: increases IL-6 driven STAT3 reporter signal; U3A cells, IL-6 STAT3-luciferase reporter, luminescence; 100% = signal with IL-6 EC80 alone; activation (% of control), % at 5.6 µM; hit rate 0.91% among 190,000; AID 871;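 active = activation above the screen-wide mean of compound activation plus 3 SD, cut at about 130% in these data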;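 note: 0% = background luminescence of wells with medium and substrate only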
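Test system: human U3A cells carrying STAT3-luciferase construct; control set: IL-6-only wells as 100% reference; timing: compound pre-incubation 1 h before IL-6, then 6 h stimulation at 37 °C; also added: IL-6 stimulus at 33 ng/mL final; evaluation: % activation versus median of IL-6-stimulated wells; detection: reporter luminescence signal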
TLR4-MyD88 BLA: inhibitors of human TLR4-MyD88 binding; O00206+Q99836; HeLa CL3-4 TLR4/MyD88 BLA complementation, FRET ratio; inhibition, % at 8.4 µM; hit rate 0.18% among 200,000; AID 861; in the data active = inhibition above about 25%;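 note: 0% = vehicle and 100% = reference inhibitor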
Target sequence (O00206 whole entry, looked up): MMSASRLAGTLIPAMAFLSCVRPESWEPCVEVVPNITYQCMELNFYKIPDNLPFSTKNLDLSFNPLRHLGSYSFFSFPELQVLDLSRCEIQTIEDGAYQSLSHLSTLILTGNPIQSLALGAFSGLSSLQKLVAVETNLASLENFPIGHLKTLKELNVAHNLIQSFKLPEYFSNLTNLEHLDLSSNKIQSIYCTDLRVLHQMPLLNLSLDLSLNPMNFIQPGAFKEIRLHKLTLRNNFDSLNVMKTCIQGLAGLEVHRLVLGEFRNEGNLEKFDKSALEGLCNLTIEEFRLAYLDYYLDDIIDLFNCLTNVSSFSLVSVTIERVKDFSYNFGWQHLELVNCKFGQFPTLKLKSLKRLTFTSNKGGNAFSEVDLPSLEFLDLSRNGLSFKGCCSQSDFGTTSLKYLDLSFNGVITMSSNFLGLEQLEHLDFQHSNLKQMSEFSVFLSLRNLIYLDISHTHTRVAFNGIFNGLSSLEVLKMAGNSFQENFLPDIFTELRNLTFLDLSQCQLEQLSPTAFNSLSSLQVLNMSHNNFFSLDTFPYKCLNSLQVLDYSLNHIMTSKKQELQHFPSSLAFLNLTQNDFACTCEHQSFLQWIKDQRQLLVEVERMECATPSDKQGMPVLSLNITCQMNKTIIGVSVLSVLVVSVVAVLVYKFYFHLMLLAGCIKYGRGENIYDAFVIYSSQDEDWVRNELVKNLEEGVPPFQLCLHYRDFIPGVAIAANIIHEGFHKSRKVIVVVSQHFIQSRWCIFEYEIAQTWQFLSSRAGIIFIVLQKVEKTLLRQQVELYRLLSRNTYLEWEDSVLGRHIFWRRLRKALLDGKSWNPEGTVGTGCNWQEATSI
Target sequence (Q99836 whole entry, looked up): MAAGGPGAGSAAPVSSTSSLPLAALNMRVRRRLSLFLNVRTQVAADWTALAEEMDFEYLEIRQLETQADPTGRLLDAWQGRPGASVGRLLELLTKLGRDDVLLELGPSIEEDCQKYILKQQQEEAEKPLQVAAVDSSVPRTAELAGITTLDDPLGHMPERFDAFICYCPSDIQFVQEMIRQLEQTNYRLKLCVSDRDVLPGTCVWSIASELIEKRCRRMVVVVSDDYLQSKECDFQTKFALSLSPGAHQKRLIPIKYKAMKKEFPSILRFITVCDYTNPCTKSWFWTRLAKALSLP
Diaph act CS: counter-screen for diaphorase-based assays: diaphorase activators and chemical reducers | AID 1229 | activation factor at 20 µM | Diaphorase/resazurin coupled assay, resorufin fluorescence, 16 min; active compounds read high; 1 = vehicle wells, 0 = NADH-free wells | hit rate 0.005% among 190,000;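 active = diaphorase activity raised at least twofold by the compound at 20 µM; inactive = activation factor below 2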
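System – purified diaphorase enzyme from Clostridium kluyveri · Input – enzyme 0.07 U/mL final · Also added – final NADH 0.114 mM, resazurin 0.1 mM · Measured by – fluorescence of resorufin, 544 nm excitation, 590 nm emission · Timing – 16 min enzyme reaction, ambient temperature · Measure – resorufin increase flagging diaphorase activators or reducers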
STAT1 blocker: reduces IFN-gamma driven STAT1 reporter signal. inhibition, % at 5.5 µM. hit rate 0.35% among 200,000. NIH 3T3 STAT1-luciferase reporter, luminescence. AID 920;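 active = inhibition above a set limit, the mean inhibition across all tested compounds plus 3 SD, cut at about 34% in these data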;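 note: 0% = IFN-gamma with DMSO and 100% = IFN-gamma with 300 µM nifuroxazide; values of inactives mirror those of a sister screen read the other way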
STAT1 act: STAT1 signaling activation; NIH 3T3 STAT1-luciferase reporter, IFN-gamma, luminescence; 100% = IFN-gamma alone, no compound; activation (% of control), % at 5.5 µM; hit rate 2.6% among 200,000;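 active = activation above the screen-wide mean activation plus 3 SD, cut at about 130% in these data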;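 note: raw ratio to IFN-gamma control signal so 100% means no change and 0% no light; values of inactives mirror those of a sister screen read the other way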
G6PDH counter: L. mesenteroides G6PDH inhibition counter-screen. hit rate 0.12% among 200,000. Purified L. mesenteroides G6PDH, diaphorase/resazurin coupled fluorescence, 45 min. inhibition, % at 5 µM; in the data active = inhibition above about 50%
STAT3 blocker: STAT3 signaling inhibition; U3A cells, IL-6 STAT3-luciferase reporter, luminescence; host cell line lacks STAT1; inhibition, % at 5.5 µM; hit rate 0.89% among 190,000;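 active = inhibition above the mean inhibition across all screened compounds plus 3 SD, cut at about 44% in these data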;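 note: 0% = DMSO only wells and 100% = 100 µM nifuroxazide control wells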
Hsp70 activator: Hsp70 transcriptional activation, primary screen; hit rate 0.04% among 200,000; HeLa Hsp70 promoter luciferase reporter, luminescence; scaled: vehicle 0, proteasome-inhibitor control 100%; activation, % at 10 µM;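 active = activation above the mean across all tested compounds plus 3 SD, cutoff set per campaign, cut at about 5.5% in these data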;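 note: 100% = MG132 at 30 µM as the positive control and 0% = DMSO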
Diaph inh CS: inhibits diaphorase or chemically oxidizes, flagging diaphorase assay artifacts; inhibition, % at 20 µM; AID 1217; diaphorase resazurin-to-resorufin fluorescence, NADH, 16 min; bacterial (C. kluyveri) enzyme, not human; hit rate 0.69% among 190,000;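 active = primary screen inhibition at 20 µM above a set limit, cut at about 50% in these data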;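 note: plate controls were DMSO with full reaction for no effect and wells lacking NADH for full effect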
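Assay system: diaphorase enzyme from Clostridium kluyveri. Quantity: enzyme working solution with 0.14 U/mL diaphorase. Schedule: reaction incubation of 16 min at room temperature. Technique: resorufin fluorescence, excitation 544 nm, emission 590 nm. Controls: No-NADH positive control and DMSO neutral control.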
APP 5UTR inh: APP translation inhibition; SH-SY5Y APP 5'UTR-luciferase reporter, luminescence; inhibition, % at 2 µM; hit rate 0.82% among 190,000; AID 1285;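 active = inhibition above a set limit, derived from the sample mean plus 3 SD, cut at about 45% in these data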; note: values of inactives mirror those of a sister screen read the other way
Starred values were filed as active, the others as inactive; x = no result given. The order is random, and some 6.1% of all compounds hit somewhere here.

SMILES	STAT3 act	TLR4-MyD88 BLA	Diaph act CS	STAT1 blocker	STAT1 act	G6PDH counter	STAT3 blocker	Hsp70 activator	Diaph inh CS	APP 5UTR inh
CN1CCN(C(=O)c2ccccc2N(Cc2ccccc2)S(C)(=O)=O)CC1	98	-13	1	-3	103	-1	5	0.1	-5	-8
Cc1nn(Cc2ccccc2)c(Cl)c1C(=O)OCC#N	98	-19	0.9	-4	106	0	8	-0.4	8	9
NC(=O)C1CCN(C(=O)c2ccc(-c3ccccc3)cc2)CC1	96	-16	0.9	7	95	1	5	-0.2	12	-5
CC(C)[C@H](NC(N)=O)C(=O)Nc1ccc(Oc2ccccc2)cc1	107	-17	0.9	-2	101	3	-6	-0.3	12	-2
CCOC(=O)c1ccc(NC(=O)Nc2ccc(F)cc2)cc1	96	-11	0.9	-8	108	0	6	0.1	10	-7
Cc1ccc2nc(C)cc(C(=O)OCC(=O)Nc3c(C)n(C)n(-c4ccccc4)c3=O)c2c1	107	-5	0.9	-4	102	-5	-7	-0.3	7	7
COc1ccc(/C=C(/C#N)C(=O)Nc2cc(C)ccc2C)cc1C(=O)O	83	-4	1.1	-2	102	2	25	-0.3	-10	8
COc1ccc2c(c1)[nH]c1c(=O)n(Cc3ccccn3)cnc12	99	4	0.8	-14	113	2	6	0.5	19	-2
COc1ccc(/C=C/C(=O)c2ccc[nH]2)c(OC)c1OC	100	-23	1	-16	114	6	3	-0.2	2	-36
Cc1cc(NC(=O)CSc2nnc(Nc3ccccc3F)s2)no1	104	-9	1	-4	102	-5	3	0.2	2	-5
Cn1ccnc1SC(=O)N1c2ccccc2Sc2ccccc21	97	-6	0.9	1	95	-4	4	-0.3	14	-1
CCOCCCNC(=O)C1CCC(CNS(=O)(=O)c2cccc3nsnc23)CC1 (configuration not stated)	92	11	0.9	5	96	1	16	-0.3	5	20
O=C(Nc1cc(C(F)(F)F)ccc1N1CCOCC1)c1cccs1	106	-2	0.9	8	93	4	-7	-0.4	12	0
O=C(c1cc2c(=O)n3ccccc3nc2s1)N1CCOCC1	107	9	0.9	-36	131*	0	-4	-0.3	10	-45
CCOc1ccc(/C(O)=C2/C(=O)C(=O)N(CCCn3ccnc3)C2c2cccs2)cc1Cl (configuration not stated)	109	-4	1	-3	103	8	-11	-0.1	-2	-14
O=C(c1ccc(S(=O)(=O)N2CCOCC2)cc1)N(c1ccc(F)cc1)C1C=CS(=O)(=O)C1 (configuration not stated)	114	-6	0.8	-15	114	-6	-11	0.0	20	-13
COc1ccc(Cn2c(-c3ccc(Cl)cc3)c[n+]3ccccc23)cc1	87	-10	1	-22	120	-9	12	-0.4	1	-71
Cc1c(NC(=O)c2ccccc2NS(=O)(=O)c2ccc(Br)cc2)c(=O)n(-c2ccccc2)n1C	95	-14	1.1	3	98	3	10	0.1	-8	-9
O=C(c1ccc(Cl)cc1[N+](=O)[O-])N(Cc1ccccc1)Cc1ccccc1	98	8	0.8	0	100	-10	0	-0.2	17	-11
O=C(NCCCN1CCCC1=O)c1ccc2c(=O)n(-c3ccccc3F)c(=S)[nH]c2c1	91	-10	0.9	-2	101	-1	14	-0.4	11	-6

Some entries already given, reduced to STAT3 blocker and TLR4-MyD88 BLA.
structure | STAT3 blocker | TLR4-MyD88 BLA
Cc1c(NC(=O)c2ccccc2NS(=O)(=O)c2ccc(Br)cc2)c(=O)n(-c2ccccc2)n1C | 10 | -14
O=C(c1ccc(Cl)cc1[N+](=O)[O-])N(Cc1ccccc1)Cc1ccccc1 | 0 | 8
O=C(NCCCN1CCCC1=O)c1ccc2c(=O)n(-c3ccccc3F)c(=S)[nH]c2c1 | 14 | -10

Following part.
SMILES	STAT3 act	TLR4-MyD88 BLA	Diaph act CS	STAT1 blocker	STAT1 act	G6PDH counter	STAT3 blocker	Hsp70 activator	Diaph inh CS	APP 5UTR inh
CCOC(=O)c1ccc(S(=O)(=O)NCC(c2ccc(N(C)C)cc2)c2c[nH]c3ccccc23)cc1 (configuration not stated)	113	-1	0.9	4	96	4	-11	-0.2	8	-4
O=C(COC(=O)C1(c2ccccc2F)CCCC1)N1CCc2ccccc21	93	23	0.9	5	96	1	9	-0.2	8	4
O=C(NCCc1ccccc1)c1cnc2n(c1=O)CCS2	108	6	1	-26	124	3	-4	0.2	0	-28
Cc1cc(-c2ccccc2)nc2cc(C(N)=O)nn12	100	-1	0.8	4	95	4	5	-0.2	24	9
O=C(CNS(=O)(=O)c1ccc(F)c(Cl)c1)N1CCCCCC1	86	5	0.9	12	90	12	19	-0.4	12	-9
COc1ccc(NC(=O)CSc2nc3ccccc3c(=O)n2CCC(=O)N2CCCCC2)cc1	96	-4	0.8	-3	103	-4	10	-0.1	16	-7
CN(C)S(=O)(=O)N1CCCC(C(=O)c2ccc(C(F)(F)F)cc2)C1 (configuration not stated)	103	-1	0.8	2	96	7	4	-0.1	16	4
Cc1c(Nc2nc3ccccc3nc2NS(=O)(=O)c2ccccc2)c(=O)n(-c2ccccc2)n1C	98	9	0.8	7	94	3	8	0.0	19	6
COC(=O)c1ccc(CSc2nnc(Nc3cccc(OC)c3)s2)o1	101	9	0.8	2	98	2	3	-0.1	20	1
O=C(NCCCCCCCCCNC(=O)C(F)(F)F)C(F)(F)F	106	10	1	-4	104	-3	-6	0.1	4	-6
COC(=O)c1[nH]nc2c1C(=O)N(Cc1ccccc1)C2=O	102	-13	1	0	100	1	8	-0.3	3	1
CC1CCN(S(=O)(=O)c2cccc(-c3csc(-c4cccnc4)n3)c2)CC1	94	8	0.9	0	100	3	12	-0.3	10	4
CCCCn1c(NCc2cccs2)nc2ccccc21	107	-11	1.2	1	96	15	-3	-0.1	-22	-33
O=C(Nc1nnc(-c2ccc(Cl)cc2)o1)c1cccc(N2C(=O)CCC2=O)c1	92	-4	1	-2	102	11	11	0.2	5	8
COc1ccc(OC)c(C(=O)c2ccc(C(=O)N3CCN(Cc4csc(C)n4)CC3)cc2)c1	102	-4	1	-3	102	4	-1	-0.1	-4	-6
CC1CCc2c(nc3ncnn3c2NCCc2ccccc2F)C1 (configuration not stated)	81	13	x	16	84	15	25	-0.5	x	12
CCC(=O)Nc1ccccc1C(=O)N1CCCC1	99	6	0.9	-6	106	15	7	-0.3	8	0
CC1CCC2C(=O)N(c3ccc(C(=O)NCc4ccccc4)cc3)C(=O)C2C1 (configuration not stated)	92	-13	0.8	-3	103	11	12	-0.6	16	-4
Cc1nn(CC(=O)c2ccc(Cl)cc2Cl)c(C)[n+]1N	102	0	0.8	0	100	11	-2	-0.2	16	2
CCOc1ccc(-n2c(=O)[nH]cc(C(=O)N3CCCc4ccccc43)c2=O)cc1	99	-2	0.9	12	89	0	4	-0.1	11	-5
C=CCC(O)(CCN1CCCCC1)c1ccccc1 (configuration not stated)	109	5	1.1	-3	103	3	-5	0.1	-6	6
O=C(c1cc2ccccc2oc1=O)N1CCN(c2ccc(N3CCOCC3)nn2)CC1	106	-1	1	-5	104	7	-2	-0.1	4	-4
O=[N+]([O-])c1cccnc1N1CCOCC1	100	1	0.9	1	99	2	6	-0.3	12	x
COc1ccc(C2C(C(C)=O)=C(O)C(=O)N2c2nc3ccccc3s2)cc1OC (configuration not stated)	108	-3	0.8	-8	107	5	-1	0.1	19	5
Fc1ccc(CSc2nnc(-c3cccnc3)n2Cc2ccco2)cc1	102	0	0.9	8	93	3	6	-0.2	12	11
COc1ccccc1N(C)S(=O)(=O)c1ccc(C(=O)OCC(N)=O)cc1	99	-3	1	3	98	1	1	-0.3	3	14
COc1cc(C(=O)N/N=C/c2ccc(OC)c(CN3CCN(c4ccc(F)cc4)CC3)c2)ccc1O	101	14	0.9	1	100	8	5	-0.1	14	0
O=C(Nc1ccc2c(c1)OCO2)C(c1ccccc1)N1CCC2(CC1)OCCO2 (configuration not stated)	105	-7	0.9	-8	108	-14	-1	-0.3	12	-3
O=C(NCc1ccc2c(c1)OCO2)c1ccc(COc2cc(Cl)ccc2Cl)o1	96	-7	1	3	95	-2	4	0.1	2	x
CCOc1ccc(/C=C/C(=O)c2cc(Br)ccc(=O)c2O)cc1	112	-5	0.7	7	94	1	-15	-0.2	27	8
COc1ccc(OC)c(-c2nnc(SCC(=O)N3CCCc4ccccc43)o2)c1	100	-8	0.8	2	98	5	2	-0.3	20	2
O=C(NCCN1C(=O)S/C(=C\c2cccs2)C1=O)[C@H](Cc1ccccc1)N1C(=O)c2ccccc2C1=O	99	-2	0.9	-9	108	5	1	-0.3	10	2
COc1cc(CC(=O)OCC(=O)Nc2cc([N+](=O)[O-])ccc2F)cc(OC)c1OC	103	-3	0.9	-3	103	0	2	0.2	5	0
S=C1NC2(CCCCC2)NN1c1ccccc1	98	-11	1	-11	108	6	8	0.0	-5	9
O=C(c1ccco1)N1CCN(C(=O)c2ccccc2NS(=O)(=O)c2ccc(F)cc2)CC1	108	-7	0.9	6	93	1	-4	0.2	13	-20
CCC(Sc1nccn1C)C(=O)Nc1cccc2ccccc12 (configuration not stated)	83	12	1	10	92	8	26	-0.3	4	5
Fc1cccc(-n2ncc(-c3nnnn3-c3ccccc3)c2C(F)(F)F)c1	98	-8	0.9	2	107	6	5	-0.3	11	3
Cc1ccnc(NC(=O)CCC(=O)N(CC(=O)NCc2ccccc2)c2ccc3c(c2)OCO3)c1	149*	2	1	3	97	-2	-58	-0.3	5	1
CCC(CC)C(=O)Nc1nnc(-c2cccs2)s1	87	8	0.9	-1	101	3	17	0.4	9	-14
CCOC(=O)c1ccc(CNC(=O)Cn2nnc(-c3cccc(C)c3)n2)o1	99	5	0.9	1	98	-7	5	-0.3	9	6
CC(C)(C)C(=O)N1CCN(c2ccc([N+](=O)[O-])c(-n3nc(-c4ccccc4)c4ccccc4c3=O)c2)CC1	104	2	0.9	3	97	2	-3	-0.2	14	2
CCCN1Cc2cccc(C(=O)Nc3ccc(CN4CCCC4)cc3)c2C1=O	109	4	0.9	-7	107	-11	-1	0.0	10	-8
c1ccc(-c2cc(N3CCCCC3)ncn2)cc1	108	14	0.9	-18	117	-8	-6	0.2	9	-45
CCOC(=O)CSc1nc2c(sc(=S)n2CCc2ccccc2)c(=O)n1Cc1ccco1	105	0	0.8	-1	101	6	-1	0.0	20	18
CC(C(=O)N(C1CC1)C1(C(=O)Nc2ccccc2)CCCC1)N1C(=O)c2ccccc2C1=O (configuration not stated)	104	-8	0.8	1	100	0	2	0.0	21	4
